Tb hexokinase = blocks Trypanosoma brucei hexokinase 1 activity. recombinant TbHK1, G6PDH-coupled NADH A340. inhibition, % at 10 µM. 220,000 tested, 0.11% active. AID 1430;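 active = inhibition of 50% or more in the single-dose primary screen; inactive = inhibition below 50%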
PGE2 EP2 inh = inhibitors of human EP2 prostaglandin E2 receptor | P43116 | C6 glioma cells expressing human EP2, cAMP TR-FRET; cells stimulated with saturating PGE2 | inhibition, % at 25 µM | 260,000 tested, 0.52% active;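 active = percent inhibition above 40 after rounding to a whole number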;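 note: rat C6 glioma host cells with rolipram phosphodiesterase inhibitor present; the protocol text gives 20 µM as final concentration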
Target sequence (P43116 whole entry, looked up): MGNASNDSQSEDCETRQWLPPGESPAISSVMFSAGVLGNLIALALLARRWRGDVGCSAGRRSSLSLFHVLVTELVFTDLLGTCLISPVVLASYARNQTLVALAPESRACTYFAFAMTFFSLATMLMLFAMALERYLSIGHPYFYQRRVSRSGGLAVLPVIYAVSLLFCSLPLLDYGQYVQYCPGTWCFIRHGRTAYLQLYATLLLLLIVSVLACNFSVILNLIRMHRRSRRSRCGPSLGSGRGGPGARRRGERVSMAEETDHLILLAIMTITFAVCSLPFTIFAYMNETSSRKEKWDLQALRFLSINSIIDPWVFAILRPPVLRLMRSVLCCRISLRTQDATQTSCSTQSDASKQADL
Rad51 HR inh = blocks human Rad51 in homologous recombination; Q06609; hRad51 DNA strand exchange, fluorescence dequenching; inhibition, % at 10 µM; 200,000 tested, 0.085% active;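 active = inhibition above 40% at the single screening dose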;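 note: 0% = DMSO control wells and 100% = blanks with heterologous ssDNA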
Target sequence (Q06609 whole entry, looked up): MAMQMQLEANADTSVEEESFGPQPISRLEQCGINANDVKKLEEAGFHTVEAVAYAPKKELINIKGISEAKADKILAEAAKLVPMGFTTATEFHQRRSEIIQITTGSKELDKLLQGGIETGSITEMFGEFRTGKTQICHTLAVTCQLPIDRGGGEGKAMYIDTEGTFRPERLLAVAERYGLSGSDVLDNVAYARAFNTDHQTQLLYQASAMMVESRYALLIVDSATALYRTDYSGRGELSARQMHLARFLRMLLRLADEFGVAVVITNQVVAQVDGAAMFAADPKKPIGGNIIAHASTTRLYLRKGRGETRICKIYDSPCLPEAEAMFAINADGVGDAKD
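Assay system: Human Rad51 nucleoprotein filaments preassembled on unlabelled ssDNA | Reagent: Donor/quencher-labelled 47-bp dsDNA substrate | Doses: One concentration, 10 µM final | Times: 37 °C 15-min filament assembly, 30-min compound preincubation, 15-min exchange | Technique: Fluorescein emission 520 nm, excitation 485 nm | Benchmarks: Plate control and blank wells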
Hck-Nef inh = human Hck-Nef kinase inhibition; P08631; Recombinant Hck-YEEI plus Nef, Z-Lyte FRET kinase assay; inhibition, % at 20 µM; 220,000 tested, 0.68% active; AID 463187;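 active = Hck-Nef kinase inhibition above about 50%, limit read from the data; inactive = inhibition below that limit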;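 note: 0% = DMSO with Hck plus Nef and 100% = Hck alone without Nef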
m-calpain inh = blocks pig calpain II enzyme activity; inhibition, % at 16 µM; purified calpain II, fluorogenic peptide substrate, 30 min; 220,000 tested, 0.37% active; AID 1236;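 active = inhibition above about 50%, limit read from the data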
zVAD death inh = L929 zVAD cell death inhibition | L929 zVAD necroptosis rescue, ATP luminescence, 24 h; with zVAD 60 µM | viability rescue, % at 10 µM | 220,000 tested, 0.38% active | AID 1377;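 active = activation, scaled between plate controls, above about 75%, limit read from the data; inactive = activation under that limit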;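 note: 0% = zVAD with DMSO and 100% = DMSO alone without zVAD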
eIF4E 4G PPI = inhibitors of eIF4E and eIF4G interaction in translation initiation. 220,000 tested, 0.37% active. AID 782. inhibition, % at 21.7 µM. TR-FRET eIF4E-eIF4GI(517-606) binding, 2 h. P63073+Q04637;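 active = inhibition above about 30%, limit read from the data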;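 note: 0% = full FRET control wells and 100% = background wells lacking eIF4GI fragment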
EP2 modulator = modulates human prostaglandin E2 receptor EP2 signaling; P43116; EP2-expressing cells, cAMP HTRF FRET, PGE2 co-stimulation; induction, % at 25 µM; 260,000 tested, 0.83% active; AID 940;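 active = compounds whose cAMP rise, as percent of the full-agonist control response, exceeds 60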;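 note: rat C6 glioma line stably carrying human EP2 under a CMV promoter; the protocol text gives 20 µM as final concentration; 100% = response of wells given 1 µM PGE2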
14-3-3 Bad PPI = disrupts binding of bovine 14-3-3 zeta to phospho-Bad peptide. inhibition, % at 21.7 µM. TR-FRET 14-3-3zeta/Dy647-pBad peptide displacement, 1 h. 220,000 tested, 0.71% active;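 active = inhibition above about 70%, limit read from the data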;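 note: 0% = full 14-3-3 plus peptide FRET controls and 100% = background without 14-3-3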
Target sequence (P63103 whole entry, looked up): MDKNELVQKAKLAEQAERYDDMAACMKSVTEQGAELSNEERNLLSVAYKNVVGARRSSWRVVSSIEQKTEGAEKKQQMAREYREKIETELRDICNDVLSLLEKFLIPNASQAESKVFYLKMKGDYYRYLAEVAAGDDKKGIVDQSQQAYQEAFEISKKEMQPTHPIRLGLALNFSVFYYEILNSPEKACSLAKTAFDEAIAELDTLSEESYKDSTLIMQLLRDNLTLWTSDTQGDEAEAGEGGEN
* marks the source's active call; other numbers are inactive results; & = joins results of further samples; [ ] = remark or other dose.

Results for NC(=O)[C@@H]1CC2(CC(c3cccc(NC(=O)[C@H]4CCC(=O)N4)c3)=NO2)CN1C(=O)COc1ccc(Cl)cc1 (stereo not given in full) ?
Tb hexokinase: -5; PGE2 EP2 inh: 16; Rad51 HR inh: -8; Hck-Nef inh: 28; m-calpain inh: 43; zVAD death inh: 0.1; eIF4E 4G PPI: -3; EP2 modulator: 13; 14-3-3 Bad PPI: 4

How did Cn1cccc1C(=O)NC(=O)COC(=O)c1cc(S(=O)(=O)N2CCCCC2)ccc1Cl do in these assays?
Tb hexokinase: -1; PGE2 EP2 inh: 5; Rad51 HR inh: -25; Hck-Nef inh: 26; m-calpain inh: -51; zVAD death inh: 0.2; eIF4E 4G PPI: 1; EP2 modulator: -34; 14-3-3 Bad PPI: -17

How did CCNC1=C(Cl)C(=O)c2ccccc2C1=O do in these assays?
Tb hexokinase: -7; PGE2 EP2 inh: 17; Rad51 HR inh: 6; Hck-Nef inh: 5; m-calpain inh: 50*; zVAD death inh: 0.2; eIF4E 4G PPI: 5; EP2 modulator: -24; 14-3-3 Bad PPI: -12

Results for Cc1ccc(S(=O)(=O)N2c3ccccc3NC(=O)CC2C)cc1 (stereo not given) ?
Tb hexokinase: 2; PGE2 EP2 inh: 8; Rad51 HR inh: -3; Hck-Nef inh: 0; m-calpain inh: 29; zVAD death inh: 0.3; EP2 modulator: 11

Results for Cc1ccc(S(=O)(=O)N/N=C/c2cc(Br)c(C)o2)cc1 ?
Tb hexokinase: -10; PGE2 EP2 inh: 7; Rad51 HR inh: -5; Hck-Nef inh: -1; m-calpain inh: -1; zVAD death inh: 0.6; eIF4E 4G PPI: -7; EP2 modulator: 4; 14-3-3 Bad PPI: -4

How did COC(=O)c1cccc(NC(=O)CSc2nnc(COc3ccc(C#N)cc3)n2-c2ccccc2)c1 do in these assays?
Tb hexokinase: 1; PGE2 EP2 inh: 11; Rad51 HR inh: 5; Hck-Nef inh: 0; m-calpain inh: 4; zVAD death inh: 0.1; eIF4E 4G PPI: -1; EP2 modulator: -16; 14-3-3 Bad PPI: 0

How did O=C1c2ccccc2C(=O)N1CC#CCN1CCN(C(c2ccccc2)c2ccccc2)CC1 do in these assays?
Tb hexokinase: 2; PGE2 EP2 inh: 12; Rad51 HR inh: -5; Hck-Nef inh: -17; m-calpain inh: -8; zVAD death inh: 0.7; eIF4E 4G PPI: -5; EP2 modulator: 44; 14-3-3 Bad PPI: 33

Results for O=C(O)CCCC(=O)Nc1c(F)c(F)c(F)c(F)c1F ?
Tb hexokinase: -2; PGE2 EP2 inh: -5; Rad51 HR inh: -1; Hck-Nef inh: -6; m-calpain inh: 28; zVAD death inh: 0.2; eIF4E 4G PPI: -4; EP2 modulator: 5; 14-3-3 Bad PPI: -5

How did O=S(=O)(c1ccc(NC(=S)NCc2cccnc2)cc1)N1CCCCC1 do in these assays?
Tb hexokinase: -2; PGE2 EP2 inh: 12; Rad51 HR inh: -9; Hck-Nef inh: -5; m-calpain inh: 28; zVAD death inh: 0.3; eIF4E 4G PPI: 3; EP2 modulator: -37; 14-3-3 Bad PPI: -3

How did O=C(NC(Nc1ncc(S(=O)(=O)c2ccc([N+](=O)[O-])cc2)s1)(C(F)(F)F)C(F)(F)F)c1ccc(Cl)cc1 do in these assays?
Tb hexokinase: -8; Hck-Nef inh: -1; m-calpain inh: -169; zVAD death inh: -0.1; eIF4E 4G PPI: -12; EP2 modulator: 9; 14-3-3 Bad PPI: -6

How did CN(C)c1ccc(/C=C2\SC(=O)N(CCc3nnc(N)s3)C2=O)cc1 do in these assays?
Tb hexokinase: -4; PGE2 EP2 inh: 7; Rad51 HR inh: -40; Hck-Nef inh: 35; m-calpain inh: -10; zVAD death inh: -1.3; eIF4E 4G PPI: 8; EP2 modulator: -6; 14-3-3 Bad PPI: 24

Results for CC(Sc1ccc2c(c1)OCCO2)C(=O)Nc1ccc(N2CCOCC2)cc1 (stereo not given) ?
Tb hexokinase: -3; PGE2 EP2 inh: 6; Rad51 HR inh: -3; Hck-Nef inh: 26; m-calpain inh: 8; zVAD death inh: 1.2; eIF4E 4G PPI: 4; EP2 modulator: -31; 14-3-3 Bad PPI: -1

How did O=C(NC(=S)NCCN1CCOCC1)c1ccc(F)cc1 do in these assays?
Tb hexokinase: 1; PGE2 EP2 inh: 7; Rad51 HR inh: 1; Hck-Nef inh: 2; m-calpain inh: -14; zVAD death inh: -0.1; eIF4E 4G PPI: 20; EP2 modulator: -1; 14-3-3 Bad PPI: -12

How did NC(=O)CSc1nnc(COc2ccccc2)n1CCc1ccccc1 do in these assays?
Tb hexokinase: 1; PGE2 EP2 inh: 5; Rad51 HR inh: 6; Hck-Nef inh: 0; m-calpain inh: -2; zVAD death inh: -0.2; eIF4E 4G PPI: 0; EP2 modulator: 5; 14-3-3 Bad PPI: -8

How did CCNC(=S)N(CCc1c(C)[nH]c2ccccc12)Cc1cc(OC)c(OC)c(OC)c1 do in these assays?
Tb hexokinase: -1; Hck-Nef inh: 0; m-calpain inh: -12; zVAD death inh: 1.5; eIF4E 4G PPI: 1; EP2 modulator: -7; 14-3-3 Bad PPI: -9

How did CCOC(=O)N1CCN(c2c(NCc3ccc(N(C)C)cc3)c(=O)c2=O)CC1 do in these assays?
Tb hexokinase: -2; PGE2 EP2 inh: 9; Rad51 HR inh: -6; Hck-Nef inh: 1; m-calpain inh: 16; zVAD death inh: 0.8; eIF4E 4G PPI: 3; EP2 modulator: -9; 14-3-3 Bad PPI: -1

Results for Cc1cc(C)n(-c2ccc(C(=O)N3CCC(CO)(Cc4ccccc4)CC3)cc2)n1 ?
Tb hexokinase: 1; PGE2 EP2 inh: 16; Rad51 HR inh: 2; Hck-Nef inh: 19; m-calpain inh: -7; zVAD death inh: 0.2; eIF4E 4G PPI: 0; EP2 modulator: -31; 14-3-3 Bad PPI: 1

What do the screens show for `COc1ccc(S(=O)(=O)NC(CC(=O)NCCc2ccc(OC)c(OC)c2)C(C)C)cc1` (stereo not given)?
Tb hexokinase: 1; PGE2 EP2 inh: 2; Rad51 HR inh: -5; Hck-Nef inh: 15; m-calpain inh: 28; zVAD death inh: -0.8; eIF4E 4G PPI: -1; EP2 modulator: -14; 14-3-3 Bad PPI: -2

Results for Cc1ccc(-c2cc(C(F)F)n3ncc(C(=O)Nc4ccc(S(=O)(=O)Nc5ccccc5C)cc4)c3n2)cc1 ?
Tb hexokinase: -11; PGE2 EP2 inh: 14; Rad51 HR inh: 0; Hck-Nef inh: 2; m-calpain inh: -74; zVAD death inh: 1.2; eIF4E 4G PPI: 0; EP2 modulator: 14; 14-3-3 Bad PPI: 0

Results for O=C(NNC(=O)c1ccccc1-n1cccc1)c1ccc(Cl)c(Cl)c1 ?
Tb hexokinase: -4; PGE2 EP2 inh: 22; Rad51 HR inh: 0; Hck-Nef inh: 1; m-calpain inh: 18; zVAD death inh: -0.1; eIF4E 4G PPI: 5; EP2 modulator: -3; 14-3-3 Bad PPI: 34

How did NNC(=O)c1nc(-c2ccccc2)n2c1CCCCC2 do in these assays?
Tb hexokinase: 6; PGE2 EP2 inh: 6; Rad51 HR inh: 2; Hck-Nef inh: -18; m-calpain inh: -37; zVAD death inh: 0.8; eIF4E 4G PPI: 1; EP2 modulator: 11; 14-3-3 Bad PPI: 3

How did CC(C)(C)c1cc(C(=O)N/N=C/c2ccco2)n[nH]1 do in these assays?
Tb hexokinase: 17; PGE2 EP2 inh: 7; Rad51 HR inh: -5; Hck-Nef inh: -3; m-calpain inh: 22; zVAD death inh: 0.7; eIF4E 4G PPI: 0; EP2 modulator: -35; 14-3-3 Bad PPI: 6

What do the screens show for `Cc1ccccc1NC(=O)Cn1nnc(S(=O)(=O)c2ccc(C(C)(C)C)cc2)c1N`?
Tb hexokinase: 10; PGE2 EP2 inh: 4; Hck-Nef inh: 27; m-calpain inh: -4; eIF4E 4G PPI: 3; EP2 modulator: -8; 14-3-3 Bad PPI: 6[fluorescence artefact?]

What do the screens show for `COc1ccc(OCC(=O)N2CCN(c3cccc(C(F)(F)F)c3)CC2)cc1`?
Tb hexokinase: 3; PGE2 EP2 inh: 6; Rad51 HR inh: 1; Hck-Nef inh: 0; m-calpain inh: -48; zVAD death inh: 0.3; eIF4E 4G PPI: 1; EP2 modulator: -43; 14-3-3 Bad PPI: -1

Results for CC1(C)CC(=O)C2=C(C1)N(CC1CCCO1)C(=O)C2(O)C(F)(F)F (stereo not given) ?
Tb hexokinase: -16; PGE2 EP2 inh: 4; Rad51 HR inh: -2; Hck-Nef inh: 2; m-calpain inh: -10; zVAD death inh: 1.6; eIF4E 4G PPI: 10; EP2 modulator: 17; 14-3-3 Bad PPI: -6

What do the screens show for `O=C(C1CCCN(Cc2ccccc2)C1)N1CCCCC1` (stereo not given)?
Tb hexokinase: -4; PGE2 EP2 inh: 15; Rad51 HR inh: -2; Hck-Nef inh: 1; m-calpain inh: -1; zVAD death inh: -0.1; eIF4E 4G PPI: 1; EP2 modulator: 2; 14-3-3 Bad PPI: 17

What do the screens show for `N#Cc1ccc(OCC(=O)NCCc2ccccn2)cc1`?
Tb hexokinase: 0; PGE2 EP2 inh: 5; Rad51 HR inh: -5; Hck-Nef inh: 4; m-calpain inh: -4; zVAD death inh: 0.0; eIF4E 4G PPI: -4; EP2 modulator: 13; 14-3-3 Bad PPI: 0

How did CC(C)(C)c1cccc(Oc2nn[nH]n2)c1 do in these assays?
Tb hexokinase: 1; PGE2 EP2 inh: 7; Rad51 HR inh: -1; Hck-Nef inh: -1; m-calpain inh: 12; zVAD death inh: 0.1; eIF4E 4G PPI: 6[fluorescence artefact?]; EP2 modulator: 17; 14-3-3 Bad PPI: 79*

Results for CC(C)CNC(=O)c1ccc(Cl)c(N)c1 ?
Tb hexokinase: 31; PGE2 EP2 inh: 12; Rad51 HR inh: 5; Hck-Nef inh: -4; m-calpain inh: -4; zVAD death inh: 0.0; eIF4E 4G PPI: 14; EP2 modulator: 5; 14-3-3 Bad PPI: -20

What do the screens show for `CC(C)c1ccc(C2N3CC4([N+](=O)[O-])CN2CC([N+](=O)[O-])(C3)C4(C)C)cc1` (stereo not given)?
Tb hexokinase: 2; PGE2 EP2 inh: 0; Rad51 HR inh: 1; Hck-Nef inh: 4; m-calpain inh: -6; zVAD death inh: 0.6; eIF4E 4G PPI: -1; EP2 modulator: 22; 14-3-3 Bad PPI: -5

How did COc1ccc(C2(CNC(=O)CCC(=O)O)CCCC2)cc1OC do in these assays?
Tb hexokinase: -6; PGE2 EP2 inh: 4; Rad51 HR inh: 1; Hck-Nef inh: -2; m-calpain inh: -22; zVAD death inh: 0.2; eIF4E 4G PPI: -3[fluorescence artefact?]; EP2 modulator: 19; 14-3-3 Bad PPI: 11[fluorescence artefact?]

Results for CC(C)(C)c1ccc(OCC(=O)O)cc1 ?
Tb hexokinase: 2&-6; PGE2 EP2 inh: 0&12; Rad51 HR inh: 3&-21; Hck-Nef inh: -4&22; m-calpain inh: -34&5; zVAD death inh: -0.5&0.8; eIF4E 4G PPI: -3&0[fluorescence artefact?]; EP2 modulator: 12&15; 14-3-3 Bad PPI: 4&-6[fluorescence artefact?]

How did Cc1cc(C)c[n+](-c2nc([O-])sc2C=O)c1 do in these assays?
Tb hexokinase: -22; PGE2 EP2 inh: 10; Rad51 HR inh: 4; Hck-Nef inh: 1; m-calpain inh: -5; zVAD death inh: 0.0; eIF4E 4G PPI: -3; EP2 modulator: 18; 14-3-3 Bad PPI: -3

This is a subset; the hit share may differ from the screen's.
